High-throughput results: PubChem BioAssay, several laboratories
OX1R antag-1: OX1R (HCRTR1) antagonists, primary screen, fluorescence, CHO/OX1R cells, Fluo-8 calcium, orexin A; Fluo-8 calcium fluorescence; inhibition, % at 5 µM; 0.43% of 330,000 active; AID 434989, 2010;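 active means inhibition above its plate's threshold, mean inhibition of all tested compounds on the plate plus 3 SD, cut at about 37% in these data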;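 further: 0% = orexin A challenge wells and 100% = SB-334867-A antagonist wells; not every result past the cut was called active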
Target sequence (O43613 whole entry, looked up): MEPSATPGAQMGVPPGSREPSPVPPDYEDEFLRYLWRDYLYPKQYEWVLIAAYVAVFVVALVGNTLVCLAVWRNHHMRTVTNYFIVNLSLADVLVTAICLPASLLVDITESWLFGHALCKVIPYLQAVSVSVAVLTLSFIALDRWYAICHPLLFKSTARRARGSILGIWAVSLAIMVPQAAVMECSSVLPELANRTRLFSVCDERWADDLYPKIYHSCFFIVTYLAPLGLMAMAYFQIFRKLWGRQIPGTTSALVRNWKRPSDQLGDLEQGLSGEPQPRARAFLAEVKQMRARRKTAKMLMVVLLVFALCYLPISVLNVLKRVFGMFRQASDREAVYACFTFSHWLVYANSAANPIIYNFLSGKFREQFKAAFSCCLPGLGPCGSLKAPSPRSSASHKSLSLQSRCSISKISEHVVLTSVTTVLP
STK33 kinase inh: inhibitors of purified STK33 kinase, primary screen, biochemical, ADP-Glo luminescence, homogeneous, cell-free; Serine/threonine-protein kinase 33 (Homo sapiens), Q9BYT3; MBP phosphorylation; inhibition, % at 10 µM; 0.073% of 320,000 active; AID 2661, 2010;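 active means inhibition at or above 25%, using the most active replicate where run in duplicate; inactive means inhibition below 25%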
Target sequence (Q9BYT3 whole entry, looked up): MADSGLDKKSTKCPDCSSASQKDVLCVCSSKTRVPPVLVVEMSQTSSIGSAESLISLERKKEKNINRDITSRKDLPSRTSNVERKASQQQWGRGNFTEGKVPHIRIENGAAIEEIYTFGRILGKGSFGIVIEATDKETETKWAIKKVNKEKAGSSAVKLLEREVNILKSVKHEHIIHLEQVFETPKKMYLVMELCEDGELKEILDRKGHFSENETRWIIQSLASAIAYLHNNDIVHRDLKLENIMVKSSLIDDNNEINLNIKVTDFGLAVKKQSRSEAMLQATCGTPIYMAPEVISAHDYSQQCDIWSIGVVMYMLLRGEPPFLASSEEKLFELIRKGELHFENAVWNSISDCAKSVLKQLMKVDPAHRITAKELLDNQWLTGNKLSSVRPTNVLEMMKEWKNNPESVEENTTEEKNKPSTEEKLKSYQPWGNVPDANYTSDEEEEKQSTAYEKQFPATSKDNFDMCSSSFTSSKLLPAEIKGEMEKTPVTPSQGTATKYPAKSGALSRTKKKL
OX1R antag-2: antagonists of human orexin 1 receptor (OX1R) | Orexin/Hypocretin receptor type 1 (Homo sapiens), O43613 | OX1R-expressing cells, FRET antagonist read-out | inhibition, % at 6.6 µM | 1.8% of 330,000 active | AID 485270, 2010; in the data active means inhibition mostly above about 38%, no sharp cut-off; inactive means mostly below about 40%;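 further: 0% = agonist challenge alone and 100% = reference antagonist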
* = called active by the depositor; x = no result given. Rows were taken by chance; any-hit rate near 2.2%.

SMILES	OX1R antag-1	STK33 kinase inh	OX1R antag-2
COC(=O)c1c(NC(=O)C2COc3ccccc3O2)sc2c1CCN(C(C)=O)C2 (stereo not drawn)	-21	0.0	25
C=CCn1c(CCC)nc2ccccc21	-4	-2.0	0
Cc1cccn2c(=O)c3cc(C(=O)NC4CCCCC4C)n(C)c3nc12 (stereo not drawn)	-26	1.3	25
CCCc1ccc(S(=O)(=O)N2CCN(Cc3ccco3)CC2)cc1	-4	0.0	3
COc1ccc(OC)c(NC(=O)CN(Cc2ccc(F)cc2)C2CCCCC2)c1	-1	-0.3	46
CC(C)OC(=O)CSc1nnc(Cc2ccccc2)n1C	-7	-1.7	9
Cc1cc(NC(=O)CSc2nc3c(C)cccc3cc2C)no1	-8	-1.4	25
CCCCn1c(NCc2ccc(N(C)C)cc2)nc2ccccc21	-26	-1.0	11
CC1CCCC(NC(=O)CN(C)S(=O)(=O)c2cccc3cccnc23)C1C (stereo not drawn)	-22	0.1	15
COc1ccc(S(=O)(=O)N2CCC(C(=O)NCCC(=O)NCc3cccc(OC)c3)CC2)cc1	-11	-1.0	4
COc1ccc(OCCn2c(C)c(/C=N/n3cnnc3)c3ccccc32)cc1	-20	-0.4	10
CCOc1ncccc1C(=O)OCC(=O)Nc1c(C)cc(C)cc1C	-34	-1.8	23
Cc1cccc(/C(N)=N/OC(=O)CCCc2ccccc2)c1	-9	0.3	4
O=C(CCCNS(=O)(=O)c1ccc(F)cc1)Nc1ccc(F)cc1	-10	-0.4	11
Nc1nnc(-c2ccccc2[N+](=O)[O-])o1	-8	0.2	20
Cc1noc(NS(=O)(=O)c2ccc(NC(=O)/C=C/c3ccccc3)cc2)c1C	-4	0.0	5
CCOC(=O)c1ccc(NC(=O)NCc2ccccc2OC)cc1	-18	-2.5	10
CCOc1ccc(-c2nc(CSc3nnc(C)s3)cs2)cc1OC	-9	0.0	13
CCn1c(=O)cc(SCC(=O)Nc2ccc(C)cn2)c2ccccc21	6	-0.4	2
Cc1ccc(OCc2nnc(NC(=O)c3ccco3)s2)cc1	-16	-2.4	17
COc1ccc2c(c1)C(=O)c1ccccc1CO2	0	-1.9	7
Nc1c(S(=O)(=O)c2cccs2)c2nc3ccccc3nc2n1CC1CCCO1 (stereo not drawn)	-39	0.1	10
Cc1ccccc1C[n+]1cccc2ccccc21	0	-2.6	34
CC1CCN(CC(=O)Nc2ccc(S(=O)(=O)N3CCC(C)CC3)cc2)CC1	-13	-0.9	10
CC(C)Oc1ccc(Cc2cnc(=S)[nH]c2N)cc1	7	0.6	6
O=S(=O)(c1ccc(-c2cn3ccccc3n2)cc1)N1CCOCC1	-3	-2.0	11
O=C(c1ccc(F)cc1)c1c[nH]c(C(=O)NCc2ccco2)c1	-15	-1.8	21
C=CCN(C(=O)c1ccccc1)c1ccc(OC)cc1	-14	-1.8	9
O=C(c1ccccc1Sc1ccccc1[N+](=O)[O-])N1CCCCC1	-9	-0.1	46
O=C1c2ccccc2C(=O)N1CCCn1nnc(-c2ccc(N3CCOCC3)cc2)n1	10	-0.3	1
CC(C)(O)CC[C@@H](O)[C@](C)(O)[C@H]1CC[C@@]2(O)C3=CC(=O)[C@@H]4C[C@@H](O)[C@@H](O)C[C@]4(C)[C@H]3CC[C@]12C	-9	-0.3	5
O=[N+]([O-])c1ccc(Cl)c(/C=N/n2c(-c3cccnc3)n[nH]c2=S)c1	1	-0.2	14
Cc1ccc(CCNC(=O)C2CCCN(S(=O)(=O)c3cccc4nsnc34)C2)cc1 (stereo not drawn)	-19	-0.1	12
CC(C)/C=N/NC(=O)c1cc(Br)ccc1O	-20	-1.0	39
CCOC(=O)c1ccccc1NC(=O)Cc1ccccc1OC	-25	0.0	20
O=C1CCc2cc(S(=O)(=O)N3CCC(C(=O)Nc4nccs4)CC3)ccc2N1	-3	-0.5	6

Three entries out of the list above, sorted by their value in STK33 kinase inh, descending.
SMILES	OX1R antag-1	STK33 kinase inh	OX1R antag-2
CC(C)Oc1ccc(Cc2cnc(=S)[nH]c2N)cc1	7	0.6	6
CC(C)/C=N/NC(=O)c1cc(Br)ccc1O	-20	-1.0	39
C=CCN(C(=O)c1ccccc1)c1ccc(OC)cc1	-14	-1.8	9

The listing continues.
SMILES	OX1R antag-1	STK33 kinase inh	OX1R antag-2
COc1ccc(S(=O)(=O)N2CCC3(CC2)OCCN3S(=O)(=O)c2ccc(C)cc2)cc1OC	-19	-1.3	21
Cc1ccccc1-c1noc(-c2ccc(O)cc2)n1	16	4.9	10
COc1ccccc1C(=O)NCCN1CCN(C(=O)c2ccccc2OC)CC1	-6	-0.1	12
Cc1cnc(C(=O)OCC(=O)Nc2cc(-c3cc(C)c(C)cc3C)nn2-c2ccccc2)cn1	15	-1.4	21
CC(=O)Nc1ccc(S(=O)(=O)NCCC(=O)N2CCc3ccccc32)cc1	-16	0.4	5
CC1(c2ccccc2)NC(=O)N(CC(=O)NNC(=O)c2cccc(Cl)c2)C1=O (stereo not drawn)	-11	0.4	7
CC(=O)N1C(=O)/C(=C2\SC(=S)N(NC(=O)c3ccc(O)cc3)C2=O)c2ccccc21	-2	0.0	11
CN(C)C(=O)c1ccc(NC(=O)CSc2nc3ccccc3[nH]2)cc1	-2	1.0	35
Cn1c(SCc2ccc(C#N)cc2)nnc1-c1ccncc1	-7	-1.2	4
Cc1csc(SCCN2C(=O)c3ccccc3C2=O)n1	-15	-2.0	11
COc1cccc2[nH]c3c(N4CCCC(C)C4)ncnc3c12 (stereo not drawn)	4	1.0	12
O=C(O)/C=C\C(=O)Nc1ccccc1F	2	x	16

Some of the entries above, reformatted.
smiles: O=C(O)/C=C\C(=O)Nc1ccccc1F
  OX1R antag-1: 2
  STK33 kinase inh: x
  OX1R antag-2: 16

smiles: CC(=O)N1C(=O)/C(=C2\SC(=S)N(NC(=O)c3ccc(O)cc3)C2=O)c2ccccc21
  OX1R antag-1: -2
  STK33 kinase inh: 0.0
  OX1R antag-2: 11

smiles: CC1(c2ccccc2)NC(=O)N(CC(=O)NNC(=O)c2cccc(Cl)c2)C1=O (stereo not drawn)
  OX1R antag-1: -11
  STK33 kinase inh: 0.4
  OX1R antag-2: 7

Continuation:
SMILES	OX1R antag-1	STK33 kinase inh	OX1R antag-2
S=C(NCc1ccncc1)Nc1ccc(Cl)cc1Cl	-21	2.2	17
COc1cc(/C=C2\SC(=Nc3ccccc3)N(CCc3c[nH]c4ccccc34)C2=O)ccc1OC(C)C(=O)O (stereo not drawn)	5	-1.0	19
Cc1cc(C(=O)NNC(=O)c2cccc(N(C)C)c2)c(C)o1	3	-0.3	6
CNC(=O)C(=O)NCC1OCCCN1S(=O)(=O)c1ccc(F)cc1C (stereo not drawn)	-2	-1.4	29
Cc1cc(C(=O)NNc2ccc(F)cc2F)no1	-5	-5.3	5
CS(=O)(=O)c1ccc(-c2nnn(CC(N)=O)n2)cc1	1	-0.5	17
CC(C)n1c(SCC(=O)N2CCN(C)CC2)nc2c1c(=O)n(C)c(=O)n2C	3	-0.5	10
CCC(C)NC(=O)c1ccc2nc(Cc3ccc(OC)cc3)oc2c1 (stereo not drawn)	-11	0.4	20
O=C(CCCc1ccccc1)NCCC1=CCCCC1	-16	-1.2	9
CCOCc1nnc(NC(=O)CS(=O)(=O)c2ccc(C)cc2)s1	-3	-0.2	26
COc1ccc(Br)cc1CNC(=O)CCCc1cn(C)c2ccccc12	-9	0.0	26
CCCCOc1ccccc1C1NC(=O)NC(C)=C1C(=O)OCCOC (stereo not drawn)	-26	0.1	16
N=c1oc2cc(O)ccc2cc1C(=O)Nc1ccc(F)cc1	-13	2.4	3
CCS(=O)(=O)N1Cc2ccccc2CC1C(=O)N1CCN(c2ccccc2)CC1 (stereo not drawn)	-24	-1.8	9
O=C(/C=C/c1ccc(F)cc1)N1CCc2ccccc2C1	-21	0.0	1
Cn1c(=O)[nH]c(=O)c2c1nc(Br)n2CC(O)COc1ccccc1 (stereo not drawn)	-6	-0.4	8
O=C(CSc1c[nH]c2ccccc12)NCC1CCCO1 (stereo not drawn)	-10	-0.4	0
O=C(CN1CCN(c2ccccc2O)CC1)Nc1ccc2c(c1)CCC2	-13	-1.0	11
CN(CC(=O)Nc1ccccc1C(F)(F)F)C(=O)C1=COCCO1	-8	-1.1	5
CCc1ccc(NC(=O)c2ccc(F)c(S(=O)(=O)N(CC)c3ccccc3)c2)cc1	0	-1.5	25
Cc1cc(C)nc(SCCCNCc2ccc(Br)cc2)n1	-27	-1.2	39
Cc1nn(C)c(C)c1CCC(=O)N1CCCC(C(=O)c2cccc(OC(C)C)c2)C1 (stereo not drawn)	-19	-1.6	9
Cc1cc(C)cc(OCc2nnc(SCC(=O)c3ccccc3)o2)c1	-29	0.3	20
CC(C)(C(=O)Nc1nccs1)c1ccccc1	-11	-1.0	13
Cc1nc(COC(=O)c2ccc(CO)cc2)cs1	-6	5.0	13
O=c1[nH]c2c(cnn2-c2ccc(Cl)cc2)c(=O)n1-c1cccc(Cl)c1	-3	-1.4	15
CCOC(=O)c1cnn(-c2nc(OC)cc(OC)n2)c1C(F)(F)F	-28	-1.5	10
Cc1cc(N/C=C(\C#N)S(=O)(=O)c2ccccc2Cl)nc(C)n1	-15	-0.5	3
COCc1cc(=O)[nH]c(/N=C(\N)Nc2ccc(Cl)c(Cl)c2)n1	-18	-0.6	4
O=C(Nc1cccc(Cl)c1)C1CCCCC1	-14	-0.9	23
CS(=O)(=O)Nc1cccc(C2=NN(C(=O)c3ccco3)C(c3ccco3)C2)c1 (stereo not drawn)	-26	-1.6	5
N#Cc1cnc(Nc2ccc(F)cc2)nc1N	-7	0.0	4
S=C(Nc1ccccc1Cl)N1CCCC(c2ccccc2)=N1	-22	-0.8	18
COC(=O)C(C)Oc1ccc(Cl)c(CN2OCC(C)(C)C2=O)c1 (stereo not drawn)	-26	-18	7
CCc1cc(OCCCSc2nc(C)cc(=O)[nH]2)ccc1Cl	0	0.1	8
CCCCOCP(=O)(CCCC)COCCCC	-9	0.4	1
O=C(CN1C(=O)c2ccccc2S1(=O)=O)NCCSC1CCCCC1	-19	-2.4	26
CN(CC(=O)O/N=C(\N)c1cccc([N+](=O)[O-])c1)S(=O)(=O)c1ccccc1	-22	0.3	15
COc1ccc(C(=O)ON=C2C=C(C)C(=O)C(C)=C2)cc1	2	-0.3	31
O=C(CCCOc1ccc(Cl)cc1)Nc1ccc(N2CCOCC2)cc1	0	0.2	18
COc1ccc(NC(=O)CC(c2ccc(F)cc2)c2ccc(OC(C)C)cc2)cc1 (stereo not drawn)	-25	-3.0	11
O=c1cc(-c2ccc(O)cc2)oc2cc(O)c([C@@H]3O[C@H](CO)[C@@H](O)[C@H](O)[C@H]3O)c(O)c12	-11	x	7
N=C1C(c2ccccc2)=C(O)CN1c1ccc2c(c1)OCO2	-2	0.3	20
N#C/C(=C/c1cccc(C(F)(F)F)c1)c1nc(CCN2C(=O)c3ccccc3C2=O)cs1	-26	-0.9	7
CN(C)/C=C(/C(=O)c1ccc(Cl)c(Cl)c1)c1nnnn1-c1ccccc1	-2	-1.0	5
CCCn1c(N)c(C(=O)CN(C)CC(=O)Nc2ccccc2CC)c(=O)[nH]c1=O	-15	-1.6	7
O=C(OCc1ccco1)c1cccnc1	1	-0.5	5
COc1ccc(-c2noc(CN(C)C(=O)c3ccc4c(c3)OCO4)n2)cc1	4	-2.8	13

Profiles as entered above. Screens in order: OX1R antag-1	STK33 kinase inh	OX1R antag-2
CCCn1c(N)c(C(=O)CN(C)CC(=O)Nc2ccccc2CC)c(=O)[nH]c1=O in the list: -15	-1.6	7
N#C/C(=C/c1cccc(C(F)(F)F)c1)c1nc(CCN2C(=O)c3ccccc3C2=O)cs1 in the list: -26	-0.9	7
COc1ccc(C(=O)ON=C2C=C(C)C(=O)C(C)=C2)cc1 in the list: 2	-0.3	31
O=C(CN1C(=O)c2ccccc2S1(=O)=O)NCCSC1CCCCC1 in the list: -19	-2.4	26

Later entries
SMILES	OX1R antag-1	STK33 kinase inh	OX1R antag-2
CCCc1cc(=O)c2c(O)ccc(OC)c2o1	-17	-1.8	14
CN(Cc1ccccc1C#N)S(=O)(=O)c1cccs1	-4	0.0	11
Cc1cc(=O)oc2cc(OCC(=O)NCCCN3CCOCC3)ccc12	-19	-1.1	12
CC(C)[C@H](NC(=O)C1CCN(S(=O)(=O)c2ccc(F)cc2)CC1)C(=O)N1CCCC1	-10	-1.5	12
N[C@@H](Cc1ccc(O)c(I)c1)C(=O)O	-5	-1.8	12
O=C(CC1SC(=NCC2CCCO2)NC1=O)Nc1cc([N+](=O)[O-])ccc1Cl (stereo not drawn)	-10	-0.5	14
CSc1ccc(C(=O)C2CCCN(C(=O)c3ccc4c(c3)no[n+]4[O-])C2)cc1 (stereo not drawn)	-33	0.1	24
COc1ccc(S(=O)(=O)N2CCC(C(=O)Nc3cccc(C(C)=O)c3)CC2)cc1	-5	-2.2	19
COc1cc(C(=O)Oc2ccccc2)ccc1OCc1c(C)noc1C	-10	-0.6	26
CCn1ncc(N(C)N)c(Cl)c1=O	-32	-2.2	15
CC(=O)N1CCc2cc(S(=O)(=O)CCC(=O)NCc3cccs3)ccc21	-26	-0.4	-9
Cc1c(C)c2cc(Cl)c(OC(C)C(=O)NCCN3CCOCC3)cc2oc1=O (stereo not drawn)	-19	-1.5	18
CC(C)(C)NC(=O)c1nn(Cc2ccccc2)c(=O)c2ccccc12	-20	-0.1	23
Cc1cccc(NC(=O)CCNC(=O)c2ccccc2)c1	-13	-3.1	5
COc1ccc(C(=O)N(Cc2sccc2C)C2CCS(=O)(=O)C2)cc1 (stereo not drawn)	-22	-5.7	10
Cc1ccc(C(=O)Oc2ccc(-c3nccc(-c4ccccn4)n3)cc2)cc1	-7	-1.9	-8
Cc1cc(Nc2c(C#N)c(N)nn2C)ccc1F	5	0.1	6
